HCMV antiviral – qHTS Assay for inhibitors of the human cytomegalovirus (HCMV). HFF cells, HCMV-luciferase reporter, 72 h; active compounds read low. activity change, negative = inhibition, % at 57.5 µM. 4.5% of 410,000 active. AID 1259415, 2018; in the data active = activity change below about -60%; inconclusive = no clear call, values can overlap the other calls; inactive = above about -39%
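Steps: HFFs plated, 16 h 37C; compounds added; HCMV-luciferase added to MOI 1 PFU/cell; 72 h 37C; OneGlo reagent, 5 min room temperature; luminescence read, normalized to controls.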
AmpC inh detg – qHTS Inhibitors of AmpC Beta-Lactamase (assay with detergent) | AmpC hydrolysis of nitrocefin, absorbance 480 nm, 0.01% Triton | 0.041% of 370,000 active | AID 485294, 2010 | Potency, µM (series often up to 114 µM), for the others: at the highest dose activity change, negative = inhibition, hits mostly inhibitors;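 also: potency is read from the fitted curve at half-maximal effect; 0% = no-compound wells and -100% = no-enzyme wells; nearly all actives have a fitted effect of over 25% in size; some results filed as inactive show a strong effect at the top dose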
Target sequence (P00811 whole entry, looked up): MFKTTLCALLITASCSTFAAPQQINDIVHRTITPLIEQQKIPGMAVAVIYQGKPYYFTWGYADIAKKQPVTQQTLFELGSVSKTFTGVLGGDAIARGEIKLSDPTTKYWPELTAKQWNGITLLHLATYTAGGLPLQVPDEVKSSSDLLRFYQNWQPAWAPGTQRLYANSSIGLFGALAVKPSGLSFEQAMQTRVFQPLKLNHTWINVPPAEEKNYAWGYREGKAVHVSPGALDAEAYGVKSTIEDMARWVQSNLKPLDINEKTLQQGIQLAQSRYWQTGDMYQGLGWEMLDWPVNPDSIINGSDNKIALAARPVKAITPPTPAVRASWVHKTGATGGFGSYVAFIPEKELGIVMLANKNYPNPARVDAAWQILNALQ
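AmpC (5.3 nM in the dispensed reagent) in 20 mM phosphate pH 7.0 with 0.01% (detergent screen) or 0.0001% Triton X-100 was preincubated with compounds for 15 min at room temperature. Nitrocefin was then added from an 800 uM solution, and hydrolysis was followed at 480 nm.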
Sm TGR inh – qHTS Assay for the Inhibitors of Schistosoma Mansoni Peroxiredoxins. Schistosoma mansoni thioredoxin glutathione reductase (TGR), Q962Y6. purified TGR, DTNB reduction, TNB absorbance 405 nm. Potency, µM (top dose mostly 114 µM), for the others: at the top dose activity change, negative = inhibition, most hits filed as inhibitors. 3% of 360,000 active. AID 485364, 2010; also: potency is read from the fitted curve at half-maximal effect; nearly all actives have a fitted effect of over 60% in size
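First, TGR (20 nM dispensed) and NADPH were mixed with compound. Second, a 15 min room-temperature incubation followed. Third, further NADPH and then DTNB were added to start the reaction. Finally, TNB absorbance was monitored kinetically.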
LmPK inh – qHTS Assay for Inhibitors of Leishmania Mexicana Pyruvate Kinase (LmPK) | AID 1721, 2009 | 0.37% of 290,000 active | Potency, µM (highest dose often 57.5 µM), without a hit: top-dose activity change, negative = inhibition, usual class: inhibitors | Q27686 | purified LmPK, Kinase-Glo ATP luminescence, 1 h; also: potency is read from the fitted curve at half-maximal effect
Target sequence (Q27686 whole entry, looked up): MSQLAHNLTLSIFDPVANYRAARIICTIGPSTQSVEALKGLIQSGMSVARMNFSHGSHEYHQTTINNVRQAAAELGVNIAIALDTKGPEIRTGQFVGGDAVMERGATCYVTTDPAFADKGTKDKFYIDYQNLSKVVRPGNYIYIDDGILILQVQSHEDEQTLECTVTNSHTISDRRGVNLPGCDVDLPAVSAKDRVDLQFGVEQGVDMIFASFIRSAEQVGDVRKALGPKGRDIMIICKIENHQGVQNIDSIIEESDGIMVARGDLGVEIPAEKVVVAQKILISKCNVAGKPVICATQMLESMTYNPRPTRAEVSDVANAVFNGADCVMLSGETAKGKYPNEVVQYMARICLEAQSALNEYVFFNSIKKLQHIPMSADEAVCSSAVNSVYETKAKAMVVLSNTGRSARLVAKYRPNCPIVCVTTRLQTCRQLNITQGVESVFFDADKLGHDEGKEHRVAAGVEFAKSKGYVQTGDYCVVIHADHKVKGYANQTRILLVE
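qHTS format; LmPK 0.1 nM; substrates PEP 0.5 mM and ADP 0.1 mM. One-hour room-temperature incubation, then coupled luciferase luminescence; 0.5 nM enzyme wells mark activation.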
AmpC no deterg – qHTS Inhibitors of AmpC Beta-Lactamase (assay without detergent); Potency, µM (series often up to 57.1 µM), for the others: top-dose activity change, negative = inhibition, actives largely listed as inhibitors; 0.52% of 330,000 active; P00811; AmpC nitrocefin hydrolysis, absorbance 480 nm, 0.0001% Triton;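 also: potency is read from the fitted curve at half-maximal effect; plate controls were no compound for no effect and no enzyme for full effect; nearly all actives have a fitted effect of over 20% in size; some results filed as inactive show a strong effect at the top dose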
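AmpC (5.3 nM in the dispensed reagent) in 20 mM phosphate pH 7.0 with 0.01% (detergent screen) or 0.0001% Triton X-100 was preincubated with compounds for 15 min at room temperature. Nitrocefin was then added from an 800 uM solution, and hydrolysis was followed at 480 nm.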
Tb PYK inh – qHTS of Trypanosoma Brucei Inhibitors. pyruvate kinase (Trypanosoma brucei), Q57TT1. TbPYK enzyme, Kinase-Glo Plus ATP luminescence, 45 min. Potency, µM (titrated, usually from 76.8 µM), inactives show top-dose activity, negative = inhibition, most hits filed as inhibitors. 0.12% of 410,000 active. AID 624173, 2012; also: potency is read from the fitted curve at half-maximal effect; nearly all actives have a fitted effect of over 50% in size
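Readout: single end-point luminescence (Kinase-Glo Plus, 10 min). Reaction conditions were TbPYK/substrate plus 130 uM ADP, 45 min at RT, pH 7.2 TEA buffer. No-enzyme wells served as controls, and data were normalized before concentration-response fitting.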
AMA1-RON2 inh – qHTS for Inhibitors of AMA1-RON; Towards Development of Antimalarial Drug Lead: Primary Screen | Plasmodium falciparum AMA1 (3D7) - RON2 peptide interaction | AlphaScreen AMA1-biotinylated RON2 peptide binding | Potency, µM (highest dose often 58.2 µM), for inactives: at the top dose activity change, negative = inhibition, usual class: inhibitors | 0.2% of 360,000 active | AID 720542, 2013;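 also: potency is read from the fitted curve at half-maximal effect; 0% = vehicle wells and -100% = peptide control; nearly all actives have a fitted effect of over 45% in size; some results filed as inactive show a strong effect at the top dose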
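AMA1 (3D7) with his tag at 25 nM final met compounds first, then biotinylated RON2 peptide at 25 nM; detection used donor plus acceptor beads, 10 µg/mL apiece, read by AlphaScreen after 30 min at room temperature.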
Numbers without * were called inactive; ? = inconclusive; nt = no result given; [ ] = dose if it differs, or a comment. Unless noted, calls follow the shape of the dose curve; as a rule, active = well fitted curve in the direction sought with a large enough effect; inconclusive = small, poorly fitted or top-dose-only effect, or another doubt; inactive = no such curve, though single readings can be large; an effect the other way counts as inactive or inconclusive. Unless noted, % is scaled to controls: 0 for no effect and ±100 for the full control effect.

SMILES	HCMV antiviral	AmpC inh detg	Sm TGR inh	LmPK inh	AmpC no deterg	Tb PYK inh	AMA1-RON2 inh
C=CCNC(=O)/C(=C\c1ccc([N+](=O)[O-])cc1)NC(C)=O	-23	4%	10%	-1%	-2%	-16%	10%
CCCn1c(C)cc(C(=O)COc2ccc(S(=O)(=O)N(CC)CC)cc2[N+](=O)[O-])c1C	-36	3%	-30%	-3%	-9%	-10%	-21%
Cc1ccc(O)c(NC(=O)c2cc(C)no2)c1	110	-5%	-20%	4%	-7%	9%	-5%
CCOC(=O)c1[nH]c(C=O)c(C(=O)OCC)c1C	-96*	1%	3%	6%	46%	-1%	12%
CCOc1ccc(S(=O)(=O)n2nc(C)cc2C)c2ccccc12	33	6%	-1%	3%	-11%	-12%	8%
CCN(CC)S(=O)(=O)c1ccc(N=Nc2c(C)[nH]n(C(N)=S)c2=O)cc1	59	-5%	-25%	1%	-31%	0%	86%[activator]
Cc1nnc(NC(=O)CCCN2C(=O)c3ccccc3C2=O)s1	-10	?	-1%	1%	-23%	-15%	12%
O=C(Cn1nnc(-c2ccc3c(c2)OCO3)n1)NCc1ccccc1	-38	-8%	nt	2%	7%	-2%	-1%
CS(=O)(=O)N(CC(=O)NCc1ccco1)c1ccc2c(c1)OCO2	-10	-7%	?	0%	-20%	-6%	-4%
O=C(CC1SC(N2CCCC2)=NC1=O)Nc1ccc(C(=O)NCc2ccccc2F)cc1 (stereo unspecified)	55	nt	nt	nt	nt	3%	24%
N#Cc1c(SCc2c(Cl)cccc2Cl)nc(N)[nH]c1=S	-7	-4%	-4%	nt	-19%	-15%	81%[activator]
CC1(C(=O)NS(=O)(=O)c2cccc(Cl)c2)CCN1C(=O)CCc1ccccc1 (stereo unspecified)	-4	nt	nt	nt	nt	-10%	0%
Cn1c(-c2ncc(F)cc2F)cc2onc(-c3c(F)cccc3Cl)c2c1=O	141	nt	nt	nt	18%	-4%	-11%
Cc1ccccc1-c1cnc2c(c1)C(=O)N([C@H](C)CO)C[C@@H](C)[C@H](CN(C)C(=O)c1ccncc1)O2	15	nt	nt	nt	nt	-1%	3%
O=C(CSc1ccccc1)Nc1nnc(COc2ccc(Cl)cc2)s1	-22	?	-3%	8%	-39%	?	8%
COC(=O)c1ccccc1CON1C(=O)C(C)(C)N(OCc2ccccc2C(=O)OC)C(=O)C1(C)C	9	-10%	-16%	-2%	133%[activator]	-2%	5%
CCCN1CCC(=O)N([C@H](CSc2ccc(Br)cc2)c2ccccc2)CC1	47	4%	?	0%	15%	0%	5%
Cc1ccn(CC(=O)N2CCCC(N3CCN(c4ccccc4F)CC3)C2)n1 (stereo unspecified)	2	?	-21%	-11%	-24%	-11%	-15%
CCN1CCN(CCNC(=O)CCc2c(C)c3c(C)nn(-c4ccccc4)c3n(C)c2=O)CC1	nt	0%	-20%	4%	208%[activator]	-5%	10%
O=c1cc(CSc2ccc(Cl)cc2)nc(N2CCCCC2)[nH]1	-29	-13%	11%	2%	4%	-1%	-10%
CCOC(=O)[C@@H]1[C@H]2COc3cc(OC)ccc3[C@H]2N2C(=O)N(c3ccc(C)cc3)C(=O)[C@@]12C	-75*	-11%	9%	-4%	44%	-2%	-13%
Cc1ccc(CNS(=O)(=O)c2cc(C(=O)Nc3cccc(C(F)(F)F)c3)ccc2F)cc1	4	13%	2%	nt	nt	-2%	nt
COC(=O)C1SCC2C(=O)N(Cc3ccccc3)CC(=O)N21 (stereo unspecified)	-33	-3%	0%	2%	-13%	-3%	6%
CCOc1ccc2ncc(S(=O)(=O)c3ccccc3)c(N3CCN(c4ccc(OC)cc4)CC3)c2c1	5	2%	-7%	1%	-16%	-14%	?
C#CC1(O)CCCC2C3CCC4CC(OC(C)=O)CCC4(C)C3C(=O)CC21C (stereo unspecified)	40	nt	nt	nt	nt	7%	0%

Arranged by count of non-hydrogen atoms (descending): part of the list above.
SMILES	HCMV antiviral	AmpC inh detg	Sm TGR inh	LmPK inh	AmpC no deterg	Tb PYK inh	AMA1-RON2 inh
Cc1ccccc1-c1cnc2c(c1)C(=O)N([C@H](C)CO)C[C@@H](C)[C@H](CN(C)C(=O)c1ccncc1)O2	15	nt	nt	nt	nt	-1%	3%
Cn1c(-c2ncc(F)cc2F)cc2onc(-c3c(F)cccc3Cl)c2c1=O	141	nt	nt	nt	18%	-4%	-11%
CCOc1ccc(S(=O)(=O)n2nc(C)cc2C)c2ccccc12	33	6%	-1%	3%	-11%	-12%	8%

More structures:
SMILES	HCMV antiviral	AmpC inh detg	Sm TGR inh	LmPK inh	AmpC no deterg	Tb PYK inh	AMA1-RON2 inh
COc1ccc(C(=O)/C=C/c2ccccc2F)c(OC(=O)c2ccc([N+](=O)[O-])cc2)c1	58	?	0%	2%	-37%	-5%	-17%
NC(=O)CCN1CCCCC1	-5	2%	0%	-1%	-5%	1%	13%
CCOc1ccc(-c2cc3nc(C4CCN(C(=O)OC(C)(C)C)CC4)c(C(=O)Nc4cccc(Cl)c4C)cn3n2)cc1	5	-6%	-15%	nt	nt	7%	nt
CCCn1c2ccccc2c2cnn(CC(=O)NCc3ccc(OC)cc3)c(=O)c21	-38	-3%	-1%	nt	nt	-1%	nt
O=[N+]([O-])c1ccc(N2CCN(c3cccc(Cl)c3)CC2)cn1	?	-5%	-1%	0%	-22%	9%	-8%
CC(=O)N1CCC2(CC1)CC(=O)c1cc(OCC(=O)NCc3ccco3)ccc1O2	7	?	25µM*	4%	-5%	-11%	-2%
COc1ccc(CNC(=O)Cc2c(C)c3c(cc(C)c4c(C)coc43)oc2=O)cc1	-35	21%	8%	nt	nt	3%	nt
O=C(NC(=S)Nc1ccccn1)c1ccc([N+](=O)[O-])cc1	-32	-6%	7%	-7%	-22%	-6%	24%
C=CCn1c(CNc2ccc(C)cc2)nnc1SCC(=O)N/N=C/c1ccc(O)cc1O	84	?	7%	8%	-58%	1%	1%
Cc1ccc(CNC(=O)CCc2c(C)c3cc4c(C)coc4cc3oc2=O)cc1	20	9%	-3%	nt	nt	-2%	nt
COCCn1c(=O)[nH]c2cc(C(=O)N3CCN(c4ccc(F)cc4)CC3)ccc2c1=O	-4	?	-8%	nt	nt	-2%	nt
CCN(CC)C(=S)Nc1ccc(Cl)c(Cl)c1	-66*	?	-21%	0%	-20%	-11%	-3%
CS(=O)(=O)N(CC(=O)N1CCN(c2ccccc2)CC1)c1ccccc1Cl	-14	nt	nt	nt	nt	0%	1%
Cc1ccccc1NC(=O)CSc1nc2c(c(=O)n(C)c(=O)n2C)n1Cc1ccccc1F	0	-1%	9%	nt	nt	-1%	nt
COc1cccc(-c2noc(C3CC(=O)N(c4ccc(F)cc4)C3)n2)c1OC (stereo unspecified)	6	18%	1%	nt	nt	5%	nt
COc1cccc(-n2c(=O)c3sccc3n(CC(=O)NCC3CCCO3)c2=O)c1 (stereo unspecified)	-20	-2%	-10%	-1%	-14%	-7%	-2%
c1ccc(C2CC(c3ccccc3)n3ncnc3N2)cc1 (stereo unspecified)	-17	?	0%	4%	-11%	-1%	-5%
CCCCNC(=O)CN1C(=O)c2cccc(N)c2C1=O	21	-3%	1%	-1%	-6%[11.4 µM]	0%	7%
CC(C)n1c(SCC(=O)Nc2nncs2)nnc1C1CC1	66	-10%	?	-3%	-14%	-3%	-10%
O=C(O)CCn1cc(/C=C2\NC(=S)N(c3ccccc3)C2=O)c(-c2ccc(Br)cc2)n1	-3	-3%	-21%	-7%	-5%	-29%	80%[activator]
COc1ccc2c(c1)cc(C)c1nnc(SCC(=O)N(C)c3nc(-c4ccccc4)cs3)n12	15	?	1%	-1%	-7%	-8%	-1%
O=C(NCc1cccnc1)[C@@H]1CC=C[C@@H]2CCN(Cc3ccccc3)C(=O)[C@@H]21	7	nt	nt	nt	nt	-5%	-5%
CCC(C)N(C(=O)CSc1nc(-c2cccs2)nc2ccccc12)C1CCS(=O)(=O)C1 (stereo unspecified)	-28	nt	nt	nt	nt	-1%	-11%[11.6 µM]
Cc1c(NC(=S)NC(=O)CSc2ccc(Cl)cc2)cccc1C(=O)O	18	?	?	7%	-20%	0%	1%
CCOC(=O)C1(CCOc2ccccc2)CCN(Cc2ccc(C(=O)OC)cc2)CC1	5	-15%	-15%	0%	86%[activator]	4%	-7%
(further entries)
SMILES	HCMV antiviral	AmpC inh detg	Sm TGR inh	LmPK inh	AmpC no deterg	Tb PYK inh	AMA1-RON2 inh
CN(C)CCOC(=O)CCc1ccccc1	-4	?	-3%	-5%	-3%	5%	6%
Cc1cccc(Nc2c([N+](=O)[O-])ccc3nonc23)c1C	-34	5%	0%	-8%	-8%	-5%	-12%
N/C(=N\S(=O)(=O)c1cc(C(F)(F)F)cc(C(F)(F)F)c1)c1ccncc1	23	6%	-2%	4%	31%	6%	9%
O=C1CCN(CCc2ccccc2)CCN1[C@H](CSc1ccc(Br)cc1)Cc1ccccc1	28	-12%	-18%	2%	62%[activator]	-5%	-24%
Cc1nc2ccc(C(=O)N3CCC(O)(Cc4ccccc4)CC3)cn2c1N(C)C(=O)CCc1ccccc1	6	nt	nt	nt	nt	-6%	16%
Cc1cccc(C(=O)n2c(=S)nc3ccccn32)c1	nt	3%	7%	13µM*	-13%	-20%	-2%
O=C(c1cc2ccccc2o1)N1CCN(S(=O)(=O)c2ccccc2)CC1	-24	-3%	3%	nt	-5%	-7%	-7%
COc1ccc(N2CC(NC(=O)c3cccc4ccccc34)CC2=O)cc1OC (stereo unspecified)	29	?	-1%	nt	?	1%	7%
CCCCN1C(=O)C(=O)N(CC(=O)Nc2cc(S(=O)(=O)N(C)C)ccc2C)C1=O	-9	-13%	-4%	nt	-11%	-1%	2%
Cc1ccc(CNC(=O)c2cc(S(=O)(=O)N3CCCC3)cn2C)cc1	4	?	-2%	-5%	-6%	2%	8%
COc1cc(NC(=O)c2cc(Cl)ccc2Cl)ccc1NC(=O)c1cc2ccccc2o1	?	12%	0%	nt	nt	-2%	nt
O=c1[nH]n(CCO)c(=O)c2cccnc12	-16	-3%	5%	4%	-8%	-2%	15%
CNC(=O)C(C)N1c2cccc3cccc(c23)S1(=O)=O (stereo unspecified)	9	?	8%	0%	-11%	0%	6%
CCCn1c(N)c(N2CCCCC2)c(=O)n(CC(=O)Nc2cccc(S(=O)(=O)N(C)C)c2)c1=O	-12	nt	nt	nt	-43%	-2%	5%
